From PubChem BioAssay
HIV fusion peptide – inhibitors of HIV fusion peptide binding, primary screen, biochemical, uHTS, fluorescence dequenching (AID 1986). cell-free peptide binding, fluorescence dequenching, 30 min; higher % means a stronger effect. inhibition, % at 20 µM, or IC50 in µM where a hit was titrated. 290,000 tested, 0.3% active; in the data active = inhibition mostly above about 52%, no sharp cut-off; inactive = mostly below about 76%; also: some results filed as inactive read as strong as hits
NOD1 NF-kB reporter – NOD1 signaling inhibitors, primary screen, cell-based, luminescence, uHTS (AID 1578) | NOD1-driven NF-kB luciferase reporter cells, luminescence; higher % means a stronger effect | 290,000 tested, 1% active | one-dose inhibition, % at 4 µM; EC50 in µM for titrated hits; in the data active = inhibition mostly above about 36%, no sharp cut-off; inactive = mostly below about 34%;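 also: HEK-293T reporter cells stimulated with the NOD1 agonist gamma-tri-DAP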
HEK293 NOD2/NF-kB – NOD2 signaling inhibitors, cell-based, luminescence, uHTS, HEK293 (AID 1566). HEK293 NOD2/NF-kB luciferase reporter, luminescence; higher % means a stronger effect. one-dose inhibition, % at 4 µM; EC50 in µM for titrated hits. 290,000 tested, 0.63% active; also: many of its hits are not listed in these tables
KOR beta-arrestin-1 – KOR antagonists, beta-arrestin recruitment, cell-based, luminescence, uHTS (AID 1778) | inhibition, % at 10 µM; hits with a dose series show IC50 in µM | 290,000 tested, 0.091% active | Kappa-type opioid receptor (Homo sapiens) | KOR beta-arrestin recruitment, luminescence, antagonist mode; higher % means a stronger effect; also: strong numbers were not always called active
Large T inhibition – SV40 large T antigen inhibitors, biochemical (AID 1903). SV40 large T antigen ATPase/helicase inhibition assay; higher % means a stronger effect. inhibition, % at 20 µM; hits with a dose series show IC50 in µM. 310,000 tested, 0.39% active; in the data active = a potency from the dose series; inconclusive = inhibition mostly from about 32% at the one dose, without a potency; inactive = the rest, 99 in 100 with inhibition below about 32%; also: strong numbers were not always called active
Rac1 GTP hydrolysis – MgcRacGAP GTPase-activating activity inhibitors, confirmation, biochemical, ADP Hunter fluorescence; inhibition, % at 30 µM; hits with a dose series show IC50 in µM; 340,000 tested, 0.6% active; MgcRacGAP-stimulated Rac1 GTP hydrolysis, ADP Hunter fluorescence; higher % means a stronger effect; GST-tagged Rac1 F28L mutant substrate; AID 624330, 2012; Rac GTPase-activating protein 1 (Homo sapiens);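 active = first-screen hits whose inhibition reached a set limit at any dose in the follow-up dose series; inconclusive = inhibition above the set first-screen limit but never retested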;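 also: fluorescence reports GDP produced by GAP-driven GTP hydrolysis; strong numbers were not always called active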
GPR55 beta-arrestin – GPR55 agonists via beta-arrestin recruitment, primary screen, imaging, U2OS cells, beta-arrestin-GFP redistribution (AID 1961); G-protein coupled receptor 55 (Homo sapiens); U2OS GPR55 beta-arrestin-GFP redistribution imaging; higher % means a stronger effect; activation, % at 10 µM, or EC50 in µM where a hit was titrated; 290,000 tested, 0.048% active;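 active = activation above 40% with more than 50 cells counted in the well; inconclusive = wells holding fewer than 50 cells, flagged as toxic or sparse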;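 also: U2OS osteosarcoma cells stably expressing GPR55 and beta-arrestin-GFP; plate controls were DMSO negative control for no effect and LPI positive control for full effect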
KOR beta-arrestin-2 – KOR agonists, beta-arrestin recruitment, primary screen, cell-based, luminescence, uHTS (AID 1777) | Kappa-type opioid receptor (Homo sapiens) | KOR beta-arrestin recruitment, luminescence; higher % means a stronger effect | one-dose activation, % at 10 µM; EC50 in µM for titrated hits | 280,000 tested, 0.02% active; in the data active = activation above about 50%, passing the limit was not always enough; also: a part of the inactive calls stands beside numbers as strong as those of hits
GPR55 antagonists – GPR55 antagonists blocking LPI-driven arrestin recruitment, primary screen, imaging, U2OS, beta-arrestin-GFP, LPI agonist (AID 2013); G-protein coupled receptor 55 (Homo sapiens); U2OS GPR55 beta-arrestin-GFP translocation imaging, LPI antagonism; higher % means a stronger effect; inhibition, % at 10 µM; hits with a dose series show IC50 in µM; 290,000 tested, 0.13% active;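 active = spots per cell inhibited over 60%, with over 100 cells counted and total cytoplasm intensity under 500,000; inconclusive = wells with under 100 cells, flagged as likely toxic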;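 also: U2OS cells stably carrying GPR55 and arrestin-GFP stimulated by 5 µM LPI near EC80; imaged beta-arrestin-GFP aggregate spots per cell after agonist stimulation; plate controls were LPI-stimulated DMSO wells for no effect and DMSO wells without LPI for full effect; some results filed as inactive read as strong as hits; confirmed hits need IC50 under 10 µM and bright autofluorescent wells are also inconclusive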
* marks the source's active call; other numbers are inactive results; ? = inconclusive; · = no result given; [ ] = another dose, or the depositor's remark. Rule as the data show it, unless noted: active = inhibition above about 50%; inactive = the rest. An excerpt. The share of hits here may be higher or lower than overall.

SMILES	HIV fusion peptide	NOD1 NF-kB reporter	HEK293 NOD2/NF-kB	KOR beta-arrestin-1	Large T inhibition	Rac1 GTP hydrolysis	GPR55 beta-arrestin	KOR beta-arrestin-2	GPR55 antagonists
COc1cccc(/C=C2\SC(=O)N(CCC(=O)NNC(=O)c3cccc(Cl)c3)C2=O)c1	2.9%	4.0%	-5.7%	-33.2%	-1.8%	12.4%	-0.3%	1.9%	0.9%
O=C(C(=O)N1CCCC1CO)N1CCCC1CO (configuration not stated)	-0.4%	-13.0%	1.5%	-4.8%[20 µM]	·	6.7%	-0.1%	·	9.5%
Clc1ccc(/C=N/N2CCCCC2)cc1	-2.4%	-1.1%	-37.6%	39.8%	5.5%	7.0%	-0.2%	9.0%	1.7%
O=[N+]([O-])c1cc2oc3c(c2c(C=NCc2ccncc2)c1O)CCCC3	30.4%	1.1%	8.5%	-29.6%	20.1%	6.2%	-0.3%	1.6%	16.9%
CCOC(=O)C1CC=C(Cl)CC1C(=O)Nc1nccs1 (configuration not stated)	-3.4%	-20.4%	16.1%	24.9%	1.4%	6.6%	-0.1%	0.3%	2.7%
Cc1ccc(S(=O)(=O)CC(=O)Nc2ccc(S(=O)(=O)Nc3ccccn3)cc2)cc1	-0.1%	-9.4%	22.8%	-3.9%	7.8%	3.0%	0.2%	-1.2%	8.3%
COc1cccc(C(=O)OCC(=O)NCCNC(=O)COC(=O)c2cccc(OC)c2OC)c1OC	-0.3%	-10.6%	5.9%	-0.3%	14.3%	-0.6%	0.2%	3.3%	-13.7%
CC(C)NC(=O)CCCc1c[nH]c2ccccc12	-0.7%	-33.0%	5.9%	11.2%	1.8%	4.2%	-0.4%	-0.9%	-0.2%
O=C(CCN1CCOCC1)Nc1cc(C(=O)Nc2ccccc2F)ccc1N1CC2CC(C1)c1cccc(=O)n1C2 (configuration not stated)	-2.5%	-30.5%	0.9%	-42.5%	8.1%	9.0%	-0.3%	0.8%	14.4%
O=C(Nc1nnc(-c2ccccc2)o1)NC1CCCCC1	0.3%	-14.7%	-21.5%	-31.4%	5.6%	-1.6%	-0.6%	-7.7%	-2.5%
Cc1nnc(NC(=O)CSc2ncnc3scc(-c4ccccc4)c23)s1	0.2%	16.1%	12.5%	-45.4%	2.8%	-5.4%	0.1%	6.3%	-22.9%
CCOC(=O)C1CCCN(C(=O)c2cccc([N+](=O)[O-])c2C)C1 (configuration not stated)	-0.1%	-39.8%	-2.0%	-6.9%	3.0%	1.0%	-0.2%	-2.7%	-1.7%
COc1ccc(NC(=O)c2ccco2)cc1NC(=O)c1c(F)c(F)c(OC)c(F)c1F	3.3%	-22.8%	13.6%	21.5%	18.5%	2.9%	-0.1%	6.0%	0.4%
Cc1ccc2c(c1)nnn2C1CCN(CC(=O)NCCc2ccccc2)CC1	1.1%	2.9%	1.3%	-22.9%	8.1%	2.2%	-0.2%	1.9%	27.1%
CCOc1ccc(C(=O)NCC(=O)OCc2c(F)cccc2Cl)cc1	0.7%	-12.6%	-6.3%	-16.3%	4.5%	3.3%	-0.2%	-0.4%	10.2%
O=C(OCC(O)COc1ccccc1)c1ccc([N+](=O)[O-])cc1 (configuration not stated)	-2.6%	-11.3%	7.3%	-15.5%	-6.5%	-4.7%	0.0%	-3.7%	4.4%
Cc1nc(SCn2nnc3ccccc3c2=O)nc(C)c1C	0.6%	-13.8%	9.7%	-22.5%	11.2%	-8.0%	-0.2%	9.3%	8.5%
Cc1ccc(C(=O)Nc2ccc(S(=O)(=O)N3CCc4ccccc4C3)cc2)o1	-0.1%	-22.3%	4.8%	42.0%	-1.6%	2.9%	0.5%	1.8%	2.5%
COc1ccc(C(OC(=O)c2ccco2)C(=O)NCc2ccc(C)cc2)cc1 (configuration not stated)	0.8%	8.0%	0.2%	-0.9%	16.6%	1.2%	-0.1%	2.5%	1.2%
CCOc1ccc(/C(O)=C2/C(=O)C(=O)N(c3ccccn3)C2c2ccc(F)cc2)c(C)c1 (configuration not stated)	4.3%	-2.3%	10.8%	34.3%	12.5%	5.6%	0.3%	-2.5%	7.9%
CCOC(=O)C1(CC2CCCCO2)CCN(S(=O)(=O)c2cccc(F)c2)CC1 (configuration not stated)	0.5%	-30.2%	7.6%	13.1%	-0.2%	-1.4%	0.1%	0.0%	0.4%
CC1CCCCN1S(=O)(=O)c1cccc2cccnc12 (configuration not stated)	-1.1%	-3.1%	-18.5%	-9.8%	-2.5%	5.3%	0.7%	-4.7%	-8.0%
CCCCOC(=O)Nc1nc2ccc(OC)cc2s1	-1.1%	-13.4%	-40.8%	-11.8%	3.4%	6.2%	0.2%	4.3%	7.6%
COc1cc(OC)cc(C(=O)Nc2cccc(N3CCCC3)c2)c1	0.1%	-21.5%	-6.4%	32.0%	-0.6%	14.8%	-0.2%	-2.3%	-7.0%
O=C(c1ccc2c(c1)OCO2)N(c1ccc(F)cc1)C1C=CS(=O)(=O)C1 (configuration not stated)	-3.9%	·	11.1%	3.5%	-0.4%	5.0%	-0.3%	-4.7%	-4.0%
CC(C)CCn1c(=O)c2ccccc2n2c(CN(C)Cc3ccccc3)nnc12	-0.5%	-1.2%	-0.9%	-9.9%	6.2%	4.4%	0.2%	3.1%	-3.2%
CNC(=O)CSc1nc(SC)ns1	0.6%	-35.6%	1.6%	1.5%	4.0%	0.1%	-0.3%	1.4%	3.7%
COc1ccc(-c2cc(-c3ccc(OC)cc3)c(C#N)c(SC)n2)cc1	3.2%	-27.6%	-11.2%	5.8%	-9.5%	7.4%	0.1%	-3.2%	8.9%
CSc1nnc(-c2ccccc2)n1N	-1.1%	-8.4%	-3.7%	-14.4%	2.1%	9.6%	-0.2%	2.7%	2.3%
COc1ccc(CNc2nc(-c3ccccc3)nn2C(=O)c2ccc([N+](=O)[O-])cc2)cc1	-0.5%	8.3%	-3.3%	22.5%	8.0%	10.7%	0.1%	-5.1%	7.5%
CN(C)c1ccc(C2C=C(c3ccc(Cl)cc3OC(F)F)Nc3ncnn32)cc1 (configuration not stated)	24.5%	-1.9%	2.4%	4.8%	?	15.5%	0.2%	-1.0%	-1.1%
CCOC(=O)C1CCCN(CCC(=O)Nc2ccc3c(c2)CCC3)C1 (configuration not stated)	-1.4%	-14.7%	1.1%	16.2%	9.0%	2.3%	-0.2%	-4.1%	-9.6%
O=C(NCc1ccco1)c1cc2n(n1)C(C(F)(F)F)CC(c1ccc(Br)cc1)N2 (configuration not stated)	-0.4%	-25.1%	-10.7%	27.3%	-0.3%	7.4%	-0.1%	0.6%	1.3%
Cc1cc([N+](=O)[O-])ccc1NC(=S)NC(=O)C(c1ccccc1)c1ccccc1	2.0%	20.0%	13.5%	4.5%	22.1%	9.0%	6.8%	-4.2%	7.9%
Cc1ccc(N(C)C(=O)CN(C)S(=O)(=O)c2ccc3c(c2)n(C)c(=O)c(=O)n3C)cc1	-1.1%	-11.3%	-2.4%	-5.7%	-8.5%	12.6%	0.2%	-3.1%	3.9%
Cc1cc(OC(=O)c2cc(Cl)ccc2Cl)c([N+](=O)[O-])c(=O)[nH]1	1.8%	-4.2%	13.3%	-41.4%[20 µM]	·	-0.4%	-0.1%	-1.2%	4.5%
O=C(O)C1CCCN1S(=O)(=O)c1ccc2ccccc2c1 (configuration not stated)	-1.7%	-22.0%	6.5%	9.4%	0.6%	-1.4%	-0.5%	-5.5%	-5.9%
O=C(Nc1ccc2c(c1)OCO2)c1cccc(S(=O)(=O)N2CCCC2)c1	1.6%	-30.3%	-12.4%	20.4%	-4.9%	9.7%	-0.2%	-5.2%	0.8%
OC1(c2cccc(C(F)(F)F)c2)CCNCC1	-1.1%	-12.3%	0.2%	19.3%	8.7%	2.4%	-0.1%	-4.5%	15.2%
O=C(CN1CCC(NC(=O)c2cccc(F)c2)CC1)Nc1ccc(Br)cc1	0.5%	-62.9%	-30.5%	-23.3%	7.3%	13.1%	-0.2%	-3.7%	5.6%

Entries of single compounds as entered above. Screens in order: HIV fusion peptide	NOD1 NF-kB reporter	HEK293 NOD2/NF-kB	KOR beta-arrestin-1	Large T inhibition	Rac1 GTP hydrolysis	GPR55 beta-arrestin	KOR beta-arrestin-2	GPR55 antagonists
Shown for Cc1cc(OC(=O)c2cc(Cl)ccc2Cl)c([N+](=O)[O-])c(=O)[nH]1 = 1.8%	-4.2%	13.3%	-41.4%[20 µM]	·	-0.4%	-0.1%	-1.2%	4.5%
Shown for Cc1cc([N+](=O)[O-])ccc1NC(=S)NC(=O)C(c1ccccc1)c1ccccc1 = 2.0%	20.0%	13.5%	4.5%	22.1%	9.0%	6.8%	-4.2%	7.9%

Additional compounds
SMILES	HIV fusion peptide	NOD1 NF-kB reporter	HEK293 NOD2/NF-kB	KOR beta-arrestin-1	Large T inhibition	Rac1 GTP hydrolysis	GPR55 beta-arrestin	KOR beta-arrestin-2	GPR55 antagonists
O=C(O)CCC(=O)N1N=C(c2ccc(Br)cc2)CC1c1cccc(Br)c1 (configuration not stated)	4.0%	-0.3%	7.4%	-8.5%	10.3%	7.8%	1.0%	2.2%	0.6%
COc1cccc(-c2ccc(SCC(=O)c3ccccc3)nn2)c1	-0.5%	-66.5%	-44.8%	-22.2%	11.4%	6.2%	0.0%	-2.8%	1.2%
CC/C(=N\NC(=O)CNC(=O)/C=C/c1ccco1)c1ccccc1	9.9%	2.0%	20.2%	-2.8%	3.3%	11.9%	0.0%	-1.1%	-0.3%
CCOC(=O)c1c(-c2ccccc2)csc1NC(=O)CSc1nncs1	3.4%	27.3%	27.9%	-7.8%	7.9%	-5.9%	-0.2%	-2.2%	2.0%
COc1ccc(CN(C(=O)c2snc(C(N)=O)c2N)C(CC(C)C)C(=O)NC2CCCCC2)cc1 (configuration not stated)	-0.5%	-16.9%	-17.7%	-35.2%	4.1%	4.1%	0.2%	0.8%	-7.4%

5 of the entries above in order of the HIV fusion peptide value, smallest number first:
smiles,HIV fusion peptide
OC1(c2cccc(C(F)(F)F)c2)CCNCC1,-1.1%
CC(C)CCn1c(=O)c2ccccc2n2c(CN(C)Cc3ccccc3)nnc12,-0.5%
CCOC(=O)C1(CC2CCCCO2)CCN(S(=O)(=O)c2cccc(F)c2)CC1 (configuration not stated),0.5%
Cc1cc(OC(=O)c2cc(Cl)ccc2Cl)c([N+](=O)[O-])c(=O)[nH]1,1.8%
COc1cccc(/C=C2\SC(=O)N(CCC(=O)NNC(=O)c3cccc(Cl)c3)C2=O)c1,2.9%
